# Source: PubChem
# PTHR1 agonist – activates the human parathyroid hormone receptor PTHR1; Q03431; HEK293 GP2 PTHR1 cells, GloSensor cAMP luminescence, 1 h; Potency, µM (series often up to 115 µM), for the others: at the highest dose activation, actives largely listed as activators; 0.075% of 410,000 active; AID 743266; also: potency is read from the fitted curve at half-maximal effect; nearly all actives have a fitted effect of over 55% in size; some results filed as inactive show a strong effect at the top dose; inactives centre near -15; many of its hits are not listed in these tables
# Target sequence (Q03431 whole entry, looked up): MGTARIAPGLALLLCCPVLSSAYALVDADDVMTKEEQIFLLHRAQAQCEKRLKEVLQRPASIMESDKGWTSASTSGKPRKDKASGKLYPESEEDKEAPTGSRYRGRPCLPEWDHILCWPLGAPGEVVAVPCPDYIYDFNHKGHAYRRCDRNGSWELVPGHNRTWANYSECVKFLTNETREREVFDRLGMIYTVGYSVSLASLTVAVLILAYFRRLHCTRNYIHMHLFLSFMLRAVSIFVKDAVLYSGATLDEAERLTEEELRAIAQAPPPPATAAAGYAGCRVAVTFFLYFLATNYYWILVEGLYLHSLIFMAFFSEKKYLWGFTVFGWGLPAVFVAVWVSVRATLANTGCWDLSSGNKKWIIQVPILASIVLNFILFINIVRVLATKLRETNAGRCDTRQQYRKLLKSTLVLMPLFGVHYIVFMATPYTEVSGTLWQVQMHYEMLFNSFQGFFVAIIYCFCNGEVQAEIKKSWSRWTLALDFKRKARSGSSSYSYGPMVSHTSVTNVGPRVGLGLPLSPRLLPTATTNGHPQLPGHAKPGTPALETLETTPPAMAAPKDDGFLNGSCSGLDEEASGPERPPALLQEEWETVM
#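 HEK-293-derived GP2 cells expressing PTHR1 and a GloSensor cAMP reporter, 3,000/well, plated overnight, given luciferin plus IBMX (each 0.5 mM as added) for 1 h at 37 °C, then compound for 1 h at 37 °C. Luminescence was read after 15 min at room temperature.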
# GLP-1R agonist – GLP-1 receptor (human) agonism | P43220 | 0.007% of 380,000 active | HEK293 GLP-1R CRE-luciferase, luminescence, 4-6 h; cells express a hypersensitive GLP-1R form | AID 624172 | Potency, µM (top dose mostly 45.6 µM), for inactives: at the top dose activation, actives largely listed as activators; also: potency is read from the fitted curve at half-maximal effect; % of control where 0% means no effect
# aSyn rescue – rescues yeast growth from alpha-synuclein toxicity; Yeast expressing alpha-synuclein, growth rescue, BacTiter-Glo, 24 h; 0.14% of 370,000 active; Potency, µM (titrated, usually from 46.1 µM), for the others: top-dose growth rescue (activation), hits mostly activators; also: potency is read from the fitted curve at half-maximal effect; % of control where 0% means no effect; nearly all actives have a fitted effect of over 65% in size
#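 Rescue of yeast growth: cells expressing toxic alpha-synuclein, induced in galactose at OD600 0.02, incubated with compound 24 h at 30 C. ATP luminescence quantified growth; inhibitors of toxicity appear as activators.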
# Abeta rescue – A-beta toxicity reversal in yeast | yeast expressing A-beta42, growth rescue, OD600, 48 h; response scale: 0% DMSO, 100% iron-clioquinol control | AID 1347071 | 0.063% of 410,000 active | Potency, µM (doses to about 46.1 µM), for the others: at the highest dose growth rescue, most hits filed as activators; also: potency is read from the fitted curve at half-maximal effect; nearly all actives have a fitted effect of over 55% in size
#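 Yeast growth medium received pinned compounds, then yeast cells expressing toxic A-beta were added; plates incubated at 30 C for 48 hr. Growth read as absorbance at 600 nm, normalized to DMSO and equimolar FeCl3 plus clioquinol controls.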
# D3 antag – D3 dopamine receptor (human) antagonism; P35462; D3R cells, DiscoveRx beta-arrestin luminescence, antagonist mode; active compounds read low; max response, negative = inhibition, %; 2.5% of 360,000 active; AID 652054; in the data active = max response below about -50%; inconclusive = no clear call, values can overlap the other calls; also: % is scaled to controls: 0 for no effect and ±100 for the full control effect; mostly tested at two doses, the higher about 12 µM
# Target sequence (P35462 whole entry, looked up): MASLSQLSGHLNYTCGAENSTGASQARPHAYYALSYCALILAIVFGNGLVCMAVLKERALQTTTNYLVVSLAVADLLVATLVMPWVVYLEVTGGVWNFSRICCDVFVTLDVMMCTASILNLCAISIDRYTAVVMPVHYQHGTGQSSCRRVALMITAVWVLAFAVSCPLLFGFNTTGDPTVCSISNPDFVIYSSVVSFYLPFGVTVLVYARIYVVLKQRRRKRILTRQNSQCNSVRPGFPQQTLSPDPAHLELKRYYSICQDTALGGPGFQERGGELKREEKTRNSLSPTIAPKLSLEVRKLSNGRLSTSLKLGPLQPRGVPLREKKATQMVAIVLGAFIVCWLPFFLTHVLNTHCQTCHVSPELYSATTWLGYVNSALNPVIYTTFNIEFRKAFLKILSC
#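 Cells expressing the human receptor were seeded at 1500 cells/well, incubated overnight at 37 degrees C in 5% CO2, then exposed to library compounds with dopamine controls for 90 minutes at 37 degrees C before luminescent detection.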
# Akt phos inh – inhibitors of Akt phosphorylation. Neuro2A IGF-stimulated pAkt S473 HTRF, 20 min; active compounds read low. activity change, % for hits at 50 µM. 0.32% of 360,000 active. AID 651550; in the data active = activity change below about -80%; inconclusive = mostly about -51% to -80%; also: % is scaled to controls: 0 for no effect and ±100 for the full control effect
#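 Neuro2A cells in DMEM with 0.5% FBS, overnight at 37 deg C, given compound at single 50 µM final, then IGF (6 nM final) for 20 min at 37 deg C. Lysed; phospho-Akt Ser473 by HTRF after 24 h, 665/615 ratio.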
# TDP-43 yeast inh – inhibitors of TDP-43 toxicity in yeast; TDP-43 expressing yeast growth rescue, BacTiter-Glo, 24 h; Potency, µM (doses to about 46.1 µM), without a hit: at the highest dose growth rescue (activation), most hits filed as activators; 1.8% of 410,000 active; AID 652104; also: potency is read from the fitted curve at half-maximal effect; % of control where 0% means no effect; nearly all actives have a fitted effect of over 50% in size
#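 Yeast expressing TDP-43 (pregrown in raffinose, seeded at OD600=0.02 in galactose medium) exposed to compounds 24 hr at 30 deg C. Growth read by BacTiter-Glo luminescence; rescue of toxicity appears as increased signal.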
# GLP-1R inv ag – acts as inverse agonist at human GLP-1 receptor | P43220 | HEK293 GLP-1R CRE-luciferase, luminescence, 24 h; GLP-1R form is constitutively active | Potency, µM (highest dose often 38.3 µM), for the others: at the top dose activity change, negative = inhibition, usual class: inhibitors | 1.6% of 410,000 active | AID 624417; also: potency is read from the fitted curve at half-maximal effect; % is scaled to controls: 0 for no effect and ±100 for the full control effect; nearly all actives have a fitted effect of over 55% in size
#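 Cells are plated, allowed 12 hours at 37 deg C, then treated with compounds for 24 hr before luciferase detection reagent is added and luminescence is read after 12 min at room temperature. The HEK293 line carries constitutively active GLP-1R with a cAMP-responsive reporter.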
# FUS suppressor – rescues growth of FUS-expressing yeast. S. cerevisiae FUS-expressing, growth rescue, OD600, 24 h. Potency, µM (doses to about 76.6 µM), for inactives: at the highest dose growth rescue (activation), actives largely listed as activators. 0.24% of 390,000 active. AID 1347120;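 also: potency is read from the fitted curve at half-maximal effect; plate controls were DMSO vehicle for no effect and reference control for full effect; nearly all actives have a fitted effect of over 55% in size; some results filed as inactive show a strong effect at the top dose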
#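 Compound concentration series was pinned onto galactose-induced FUS-expressing yeast seeded at OD 0.005. Plates sat 24hr at 30C; absorbance at 600 nm gave growth. DMSO served as background control.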
# The depositor's hits bear a star; i = inactive; ? = inconclusive; . = not tested or not shown; [ ] = dose if it differs, or a comment. Unless noted, calls follow the shape of the dose curve; as a rule, active = well fitted curve in the direction sought with a large enough effect; inconclusive = small, poorly fitted or top-dose-only effect, or another doubt; inactive = no such curve, though single readings can be large; an effect the other way counts as inactive or inconclusive.
SMILES,PTHR1 agonist,GLP-1R agonist,aSyn rescue,Abeta rescue,D3 antag,Akt phos inh,TDP-43 yeast inh,GLP-1R inv ag,FUS suppressor
CN(C)S(=O)(=O)c1cccc(C(=O)Nc2ccccc2C(=O)NC2CC2)c1,i,2.4%,1.2%,-3.8%,6.1,i,14.7%,28.5%,.
CCCCN(C(=O)COC(=O)c1ccccc1)c1c(N)n(CCC)c(=O)[nH]c1=O,-16.9%,4.0%,-13.1%,-3.3%,3.1,i,-4.1%,12.1%,13.5%
CCn1c2ccccc2c2cc(NC(=O)C3CCN(S(=O)(=O)c4cccs4)CC3)ccc21,-24.6%[57.5 µM],1.1%,0.6%,3.0%,-22.9,i,-9.3%,?,-14.2%
O=C(CSc1nnc(NC(=O)C2CC2)s1)Nc1ccccc1C(F)(F)F,i,3.5%,0.4%,-0.9%,13.8,i,1.9%,15.4%,-6.0%
COc1cccc(NC(=O)N2CCC(n3c(C)nc4cccnc43)CC2)c1,-13.7%,.,.,-9.5%,.,.,18.0%,5.4%,-9.9%
Cc1ccc2[nH]c(=O)c(C3=NN(C(=O)CCC(=O)O)C(c4cccs4)C3)c(-c3ccccc3)c2c1 (stereo unspecified),i,-4.8%,8.0%,11.3%,-28.3,i,0.2%,-7.9%,.
CCOC(=O)CNC(=O)CSc1cc(C)nc2ccc(OC)cc12,-2.7%,7.7%,-3.4%,-2.9%,-4.3,i,-16.6%,-6.2%,-16.1%
CC(Oc1ccc(Br)cc1)C(=O)Nc1ccc(S(=O)(=O)Nc2nccs2)cc1 (stereo unspecified),i,2.7%,-0.3%,2.0%,-0.3,i,22.3%,?,22.3%
Cc1cc2c(cc1S(=O)(=O)CCC(=O)Nc1ccc(OC(F)(F)F)cc1)OCC(=O)N2,-0.6%,18.1%,1.9%,-14.2%,.,.,17.7%,-16.1%,-9.9%
Cc1cccc(NC(=O)N2C3CCCC2CC(NC(=O)C2CC2)C3)c1 (stereo unspecified),12.4%,0.2%,-2.7%,-10.1%,-23.8,i,-10.9%,2.0%,22.1%
O=C(CN1C(=O)NC2(CCOc3ccccc32)C1=O)Nc1ccc(F)c(F)c1F (stereo unspecified),i,3.7%,-23.3%,-18.9%,-6.7,i,-33.0%[inhibitor][9.22 µM],2.8%[7.66 µM],5.4%
COc1ccc2[nH]c(=O)c(CN(Cc3nnnn3Cc3ccc(F)cc3)CC3CCCO3)cc2c1 (stereo unspecified),i,0.7%,11.8%,20.7%,12.2,i,0.4%,24.5%,17.2%
COc1cccc(C(O)c2nc(-c3cc4ccccc4o3)cs2)c1 (stereo unspecified),-53.0%[inhibitor],2.2%,?,6.9%,22.0,i,20µM*,?,27.4%
CCc1cc(=O)oc2c(C)c(OCC(=O)N3CCC[C@@H]3C(=O)O)ccc12,-27.4%,-1.6%,1.5%,6.8%,23.5,i,16.5%,9.0%,-18.4%
COc1cc(/C=N/n2c(-c3ccccc3)n[nH]c2=S)cc(OC)c1O,i,11.9%,3.2%,8.5%,?,i,9.5%,79.6%[activator],20.7%
Cc1onc(-c2ccccc2)c1C(=O)N(Cc1ccco1)Cc1cccs1,-19.3%,22.8%,21.8%,-8.8%,-9.8,i,-13.2%[0.397 µM],?,26.1%
Cc1ccc(NC(=O)C(C)OC(=O)CCN=C2NS(=O)(=O)c3ccccc32)cc1 (stereo unspecified),i,-7.7%,0.3%,-2.1%,19.3,i,6.7%,0.3%,7.3%
N=c1c(S(=O)(=O)c2ccccc2)cc2c(=O)n3ccccc3nc2n1CC1CCCO1 (stereo unspecified),-2.8%[57.5 µM],3.0%,-14.0%,-2.6%,-4.5,i,-6.1%,39.3%,12.4%
CCc1ccc2nc(N(CCCN(C)C)C(=O)c3ccc(C(=O)c4ccccc4)cc3)sc2c1,17.8%,0.7%,-13.4%,7.7%,6.8,i,-18.8%,?,41.9%
CCCC(=O)NCCc1nc2ccccc2n1CCC,i,0.6%,11.4%,5.9%,-9.6,i,0.0%,7.2%,-30.5%
Cc1ccc(CNC(=O)CCS(=O)(=O)c2ccc3c(c2)CC(C)N3C(=O)C2CC2)o1 (stereo unspecified),i,-2.5%,-12.3%,-2.5%,-17.5,i,9.6%,5.7%,-9.4%
COc1ccc(NC(=O)N2CCCC2C(=O)NCc2ccc(F)cc2)cc1 (stereo unspecified),i,-0.1%,-0.4%,5.8%,2.3,i,14.0%,-14.4%,6.0%
Cc1ccc(CN2CC(C(=O)N3CCN(c4ccccc4Cl)CC3)CC2=O)cc1 (stereo unspecified),-37.3%[inhibitor],3.5%,0.3%[1.84 µM],7.5%,8.1,i,35.5µM*,?,30.7%
CNc1c([N+](=O)[O-])cnn1-c1ccccn1,i,2.4%,7.1%,0.2%,0.3,i,17.8%,41.7%[activator],-15.4%
CCCCCCCCCCOC(=O)Cn1c(COc2ccccc2)[n+](C)c2ccccc21,-84.8%[inhibitor],3.6%,-13.2%,-75.5%[inhibitor],-17.5,i,-84.2%[inhibitor],?,31.3%

# Sorted by value in GLP-1R agonist (smallest number first): some entries from above
canonical_smiles,GLP-1R agonist
N=c1c(S(=O)(=O)c2ccccc2)cc2c(=O)n3ccccc3nc2n1CC1CCCO1 (stereo unspecified),3.0%
CCOC(=O)CNC(=O)CSc1cc(C)nc2ccc(OC)cc12,7.7%
COc1cc(/C=N/n2c(-c3ccccc3)n[nH]c2=S)cc(OC)c1O,11.9%

# The list continues:
SMILES,PTHR1 agonist,GLP-1R agonist,aSyn rescue,Abeta rescue,D3 antag,Akt phos inh,TDP-43 yeast inh,GLP-1R inv ag,FUS suppressor
COc1ccc(/C=c2\s/c(=C\C(=O)C(C)(C)C)[nH]c2=O)cc1O,-16.1%,2.7%,2.0%,6.4%,5.4,i,24.2%,44.6%[activator],23.3%
O=C(NC1CCCCC1)c1cnn2c(C(F)(F)F)cc(-c3ccco3)nc12,i,12.8%,7.2%,-20.0%,0.1,i,4.5%,?,?
COC(=O)Cn1c(CN2CCC(Cc3ccccc3)CC2)nc2c1c(=O)n(C)c(=O)n2C,-13.9%[57.5 µM],4.6%,3.5%,4.0%,10.5,i,-10.2%,9.4%,-2.9%
CC(=O)c1cc(-c2ccccc2)n(CCC(=O)Nc2ccc(C(C)C)cc2)c1C,-37.5%[inhibitor],.,.,3.4%,.,.,29.9%,?,?
CCc1nnc(NC(=O)c2ccc(-c3ccc(C(C)=O)cc3)o2)s1,i,-5.8%,0.7%,-0.3%,4.6,i,7.5%,12.1%,-4.8%
O=C(NC1CCCC1)c1ccccc1OCc1ccccc1,-22.8%,19.8%,6.0%,18.4%,11.5,i,20µM*,0.5%[0.307 µM],9.6%
CC(C)CCNc1nc(N)c([N+](=O)[O-])c(NC2CCCCC2)n1,-10.1%,-3.5%,-4.8%,-3.2%,-4.0,i,-4.4%,5.6%,-11.9%
COc1ccc(Oc2cn[nH]c2-c2ccc(O)cc2O)cc1,-18.3%[57.5 µM],-2.5%,3.6%,16.5%,-11.0,i,11.0%,5.7%,44.8%
CN(C(=O)c1ccc(NC(=O)Cc2ccc([N+](=O)[O-])cc2)cc1)C1CC1,i,-2.6%,-5.7%,-24.6%,2.4,i,1.0%,7.6%,6.7%
COc1ccc(-n2cnnc2SCC(=O)Nc2cc(C)on2)cc1,i,11.5%,2.2%,7.3%,3.3,i,-16.0%,-3.5%,17.7%
CC(=O)c1cccc(CN2CCCCC2C(=O)Nc2ccc(Oc3ccccc3)nc2)c1 (stereo unspecified),-71.9%[inhibitor],-4.9%,0.1%,9.8%,-2.0,i,-14.3%,?,13.0%
Cc1noc(C)c1S(=O)(=O)N1CCCC(C(=O)Nc2ccc(C(C)C)cc2)C1 (stereo unspecified),?,-1.4%,.,-13.0%,.,.,-11.9%,-10.6%,-17.2%
N#CC1(NC(=O)COC(=O)c2nccnc2N)CCCCC1,i,-26.3%,-8.1%,4.6%,0.7,i,-15.5%,12.4%,27.1%
Cc1c(Cc2ccccc2)c(=O)oc2cc(OC(C)C(=O)NCC3CCC(C(=O)O)CC3)c(Cl)cc12 (stereo unspecified),-2.9%,7.0%,8.7%,-5.7%,-7.6,i,28.3%,14.8%,24.1%
CCCN(CCC)C(=O)c1c(NC(=O)CC)sc2c1CCCCC2,i,-1.0%,0.9%,0.7%,-2.6,i,17.4%,?,18.5%
CCO[C@@H]1OC(C(=O)NCc2ccccc2)=C[C@H](c2csc3ccccc23)[C@H]1CCCO,-6.8%,-4.4%,10.2%,-16.6%,?,i,18.4%,?,?
Cc1ccn(C(=O)c2cc3cc(Cl)ccc3oc2=O)n1,i,-10.8%,?,8.7%,4.5,i,-33.3%[inhibitor],9.6%,12.7%
O=C(O)CSc1nnc(-c2cccs2)n1-c1ccc(Cl)cc1,i,-1.5%,-16.9%,5.7%,-5.5,i,-6.1%,-1.0%,18.6%
Fc1cccc(NCCc2c[nH]c3ccccc23)n1,-25.7%,-7.0%,12.6%,-19.8%,-20.3,i,?,?,-21.7%
S=c1[nH]c2cc3ccccc3cc2[nH]1,-21.3%,-6.7%,7.2%,3.7%,6.9,i,8.2%,50.9%[activator],8.7%
CC[n+]1c(/C=C2\C=C(C)CC(C)C2)sc2ccccc21 (stereo unspecified),-9.6%[57.5 µM],-12.1%,10.1%,-9.6%,-24.2,i,-10.9%,?,?
O=C(c1ccc2c(c1)CCC2)N1CCN(Cc2c(F)cccc2Cl)CC1,-17.3%,-7.4%,3.1%,7.0%,-5.7,i,12.2%,10µM*,12.5%

# The list is partial; rates above refer to the full screens.
